Source: PubChem BioAssay (several laboratories)
Ins promoter up: insulin promoter activators in MIN6 cells, imaging, high-content screening, mouse beta cells; MIN6 insulin promoter-GFP reporter; hits give high values; z-score at 5 µM; actives 0.3% (n = 190,000);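 active = z-score above 3 at 5 µM with at least 500 cells counted in the well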
Myeloid diff 2: induction of myeloid progenitor differentiation, primary screen, cell-based, flow cytometry, MLPCN library; calls only at 10 µM; ER-HoxA9 myeloid progenitors, lysozyme-GFP differentiation; actives 1% (n = 360,000);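 active = normalized GFP-positive differentiation at or above the plate's own cutoff, the solvent-only control mean plus 3 SD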;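 note: cells exposed to compound for four days before flow analysis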
Lipid droplet: inhibitors of hepatocyte lipid droplet formation, primary screen, imaging, high-throughput imaging, BODIPY stain; AML12 mouse hepatocytes, oleate lipid droplets; inhibition, % at 6.5 µM; actives 0.4% (n = 240,000); AID 1656, 2009;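 active = lipid droplet intensity inhibited by at least 50%, with more than 500 cells counted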
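Technique: fluorescence imaging, 20x objective, two fields per well / Assay system: AML12 hepatocytes (mouse) / Measure: % inhibition of lipid droplet signal / Doses: 6.5 µM single-point dosing / Incubation: overnight exposure / Reagent: 100 µM oleic acid challenge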
Dynein cargo inh: inhibitors of GR-EGFP nuclear translocation, primary screen, dynein cargo transport inhibitor project, imaging, high-content, 3617.4 mouse cells; test concentration mostly 20 µM; stimulated with dexamethasone, 1 µM; hits give low values; actives 0.47% (n = 220,000); AID 1381, 2008; z-score, hits read low;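 active = plate z-score of nuclear minus cytoplasmic receptor signal below a set negative limit, without overly bright fluorescence or cell loss, cut at about -3.5 in these data, passing the limit was not always enough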;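 note: z-score of nuclear minus cytoplasmic ring GR-EGFP intensity difference per well; some compounds called inactive have numbers as strong as hits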
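Buffer or medium: tet-free, stripped-serum medium; reagent: dexamethasone at 1.0 µM final, 30 min; incubation: 48 h induction, 1 h compound, 30 min dex at 37 °C; measured by: formaldehyde fixation, Hoechst nuclear stain, 10x automated fluorescence imaging; read-out: nuclear-to-cytoplasmic GR-EGFP distribution per well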
b-catenin transl: modulators of beta-catenin nuclear translocation, primary screen, imaging, HeLa cells, immunofluorescence, high-content; actives 0.3% (n = 190,000); nuclear translocation activity, % at 5 µM;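 active = nuclear translocation activity above 50% at 5 µM, with a well cell count of 50 or more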;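 note: per-cell ratio of nuclear to cytoplasmic median beta-catenin stain intensity; plate controls were DMSO negative control for no effect and GSK-3 inhibitor IX positive control for full effect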
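Test system: human HeLa cells, endogenous beta-catenin. Times: 24 h compound exposure, 37°C. Measured by: beta-catenin immunofluorescence imaging with DAPI.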
TNAP activators: human TNAP enzyme activators, primary screen, biochemical, luminescent, no phosphate acceptor, uHTS (AID 1001) | actives 0.03% (n = 200,000) | activation fold at 20 µM; hits with a dose series show EC50 in µM | purified TNAP, luminescent activation assay, no phosphate acceptor; higher activation fold means a stronger effect; in the data active = activation fold from about 3, or a potency from the dose series; inactive = the rest, 99 in 100 with activation fold below about 1.6; note: many of its hits are not listed in these tables
T cell HTS: modulators of CD8 T cell-vesicle binding, primary screen, mouse 2C CD8+ T cells, flow cytometry | 2C CD8+ T cell-vesicle binding; hits give low values | calls only at 7 µM | actives 0.068% (n = 330,000);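 active = response, share of CD8 T cells binding vesicles, and their 90th percentile fluorescence all below set limits, cut at about 80% in these data, passing the limit was not always enough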
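Material: murine 2C transgenic CD8+ T lymphocytes / Also added: QL9-peptide-loaded Drosophila micro-vesicles bearing Ld, ICAM-1 and B7-1 / Schedule: binding step 1.5 h, 37 °C, antibody labelling 20 min, ice / Signal: flow cytometry, PE anti-B7-1 (FL2) versus Alexa647 anti-CD8 (FL8), PFA-fixed / Evaluation: percent CD8+ FL2 mean versus row control / Benchmarks: naked versus QL9-loaded vesicles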
MT stabilize HCS: microtubule stabilizers in HeLa cells, primary screen, imaging, high-content imaging; actives 0.83% (n = 200,000); % tubulin-high responders, % at 10 µM; HeLa tubulin immunostaining HCS, 24 h; share of cells brighter than vehicle mean+2SD;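 active = plate Z-score above 3 for both tubulin-high and condensed-nucleus cell shares, with cell loss under 80%, at 10 µM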;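 note: anti alpha tubulin signal scored within the nucleus-defined area of each cell; some results filed as inactive read as strong as hits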
human PMI inhibition: inhibitors of human PMI, primary screen, biochemical, fluorescence intensity, coupled assay (AID 1209); Mannose-6-phosphate isomerase (Homo sapiens); purified PMI enzyme, coupled fluorescence intensity; higher % means a stronger effect; inhibition, % at 20 µM; hits with a dose series show IC50 in µM; actives 0.42% (n = 190,000); in the data active = inhibition above about 50%;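 note: plate controls were DMSO vehicle for no effect and wells lacking substrate for full effect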
Dynein cargo inh cytoplasmic EGFP: recorded beside Dynein cargo inh, whose call it bears; z-score; measured here: cytoplasmic GR-EGFP intensity; hits give high values
Dynein cargo inh nuclear GR-EGFP: also measured in Dynein cargo inh; calls as there; z-score; measured here: nuclear GR-EGFP intensity;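 lower value marks the stronger effect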
Dynein cargo inh cell count: further read-out of Dynein cargo inh, marked with its call; z-score; measured here: cell count per field
Ins promoter up cell count: recorded beside Ins promoter up, whose call it bears; cell count; measured here: cytotoxicity, nuclei count;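 total cells summed across four imaged fields per well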
Lipid droplet cells 6.5 µM: further read-out of Lipid droplet, marked with its call; cell count; measured here: cell count, cytotoxicity flag;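 cells counted across two imaged fields per well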
b-catenin transl cell count 5 µM: also measured in b-catenin transl; calls as there; cell count; measured here: cell count, cytotoxicity flag
T cell HTS vesicle-bound %: second read-out of T cell HTS, no call of its own (marks repeat the call); double positive events, %; measured here: CD8+ vesicle-bound cell fraction;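 binding gate set so that unloaded-vesicle control wells show 10% double positive cells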
MT stabilize HCS Hoechst-high %: also measured in MT stabilize HCS; calls as there; % Hoechst-high responders; measured here: nuclear condensation Hoechst responders;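 share of cells brighter than vehicle mean plus two SD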
MT stabilize HCS cytotoxicity %: second read-out of MT stabilize HCS, no call of its own (marks repeat the call); toxicity, %; measured here: cytotoxicity by cell density;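 0% = mean cell density of plate MIN control wells and 100% = no cells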
Myeloid diff 2 GFP+ MAC1+ %: second read-out of Myeloid diff 2, no call of its own (marks repeat the call); GFP+ MAC1+ double positive, %; measured here: differentiation confirmed by MAC1 staining
An asterisk follows results filed as active; i = inactive; · = no result given; + = active, no number.

SMILES	Ins promoter up	Ins promoter up cell count	Myeloid diff 2	Myeloid diff 2 GFP+ MAC1+ %	Lipid droplet	Lipid droplet cells 6.5 µM	Dynein cargo inh	Dynein cargo inh cytoplasmic EGFP	Dynein cargo inh nuclear GR-EGFP	Dynein cargo inh cell count	b-catenin transl	b-catenin transl cell count 5 µM	TNAP activators	T cell HTS	T cell HTS vesicle-bound %	MT stabilize HCS	MT stabilize HCS Hoechst-high %	MT stabilize HCS cytotoxicity %	human PMI inhibition
CCCCNC(=O)CSc1nc2cc3c(cc2c(=O)n1CCC(=O)NCCc1ccc(OC)c(OC)c1)OCO3	-0.66	1301	i	0.1	-1.4	736	0.725	-0.359	-0.0809	-0.742	-0.6	1071	·	i	24.8	1.8	3.1	11.8	-9.8%
COc1ccccc1NC(=O)CCSc1nnc(-c2ccco2)o1	0.37	1517	i	0.3	5.6	723	-0.768	-0.347	-0.255	0.893	0.1	1572	1.1	i	45.0	3.3	2.3	5.9	7.9%
COCCn1c(=N)c(C(=O)NCc2ccco2)cc2c(=O)n3ccccc3nc21	0.75	1166	i	1.7	·	·	-0.58	-0.258	0.362	-0.0124	-3.9	1047	1.1	i	12.7	3.8	3.6	2.1	3.3%
O=C(O)c1cccc(NC(=S)NC(=O)c2ccncc2)c1	-0.44	1304	i	0.4	-5.5	730	0.689	-0.322	0.438	-0.979	-2.1	1081	1.2	i	51.3	11.1	0.9	12.0	-19.6%
COCCNC(=O)CN(CCc1ccccc1)S(=O)(=O)c1ccc(OC)cc1	-0.24	840	i	0.7	9.2	864	-1.29	0.0394	-0.345	0.333	·	·	1.1	i	26.2	2.6	2.3	11.2	3.8%
COc1cccc(-n2c(Cc3cc(=O)[nH]c(=O)[nH]3)nnc2SCC(=O)N2CCCC2)c1	-0.02	1926	i	1.6	10.3	689	-0.00961	-0.409	-0.104	0.345	-0.6	1074	1.1	i	2.5	3.0	2.6	2.6	19.6%
Cn1nnc2cc(NC(=O)N3CCN(c4ccccn4)CC3)ccc21	-0.08	1259	i	1.0	-23.5	688	-0.537	-0.249	-0.338	0.3	·	·	1.1	i	7.6	1.3	1.5	7.3	5.4%
O=C(O)[C@@H]1Cc2ccccc2N1	-0.07	1379	+	3.1*	25.2	747	-0.178	-0.268	-0.301	0.739	-2.2	1228	·	i	55.5	·	·	·	·
CN1CCN(C(=O)CSc2nc(-c3cccs3)ccc2C#N)CC1	·	·	+	0.9*	-20.1	665	-0.647	0.0373	-0.836	0.0233	1.3	1124	1.1	i	55.3	1.9	1.8	6.4	4.8%
O=C(CSc1ncnc2scc(-c3ccc(F)cc3)c12)c1ccc2c(c1)OCCO2	·	·	i	1.1	-74.0	560	0.256	-0.275	-0.116	-0.16	1.2	897	1.3	i	16.7	2.2	1.9	2.1	8.3%
Cc1c(Cl)cccc1N(CC(=O)N1CCCCCC1)S(C)(=O)=O	0.09	1084	i	1.3	·	·	-1.04	-0.174	0.147	0.22	-0.2	1095	1.1	i	21.2	3.5	2.5	7.2	5.6%
C=CCC(=O)OCC(=O)Nc1ccc(Oc2ccccc2)cc1	-0.2	1286	·	·	·	·	-0.563	-0.352	-0.23	1.1	-3.6	932	1	·	·	3.1	3.9	6.8	-8.5%
O=C(c1ccc2c(c1)OCO2)C1CCCN(C(=O)Nc2ccc(F)cc2F)C1 (stereo not drawn)	0.56	1471	i	1.7	-1.2	589	1.34	0.571	0.995	-1.17	-0.5	1610	1	i	32.7	2.3	1.7	10.8	4.8%
CCOC(=O)C(C)C1(O)c2ccccc2-c2ncccc21 (stereo not drawn)	0.33	1495	i	2.6	·	·	-0.447	-0.167	0.114	0.444	-1.5	862	1.1	i	29.4	3.8	1.7	1.9	6.9%
CC(NC(=O)Cc1ccsc1)c1ccc(S(N)(=O)=O)cc1 (stereo not drawn)	0.13	1287	i	0.3	·	·	-0.656	-0.195	0.0243	0.453	-4.0	818	1	i	50.2	3.3	2.2	4.0	-14.4%
CCOC(=O)N1CCN(CC(=O)c2c[nH]c3ccc(F)cc23)CC1	·	·	·	·	13.9	800	-0.241	-0.23	0.215	0.192	·	·	0.9	·	·	1.1	1.2	4.6	-2.7%
CCCc1[nH][nH]c(=O)c1C(c1ccc(Cl)cc1)C(C#N)C#N (stereo not drawn)	·	·	i	4.9	-12.2	761	-1.23	-0.221	-0.505	-0.347	4.9	571	1	i	35.3	2.5	1.7	4.0	4.6%
C#CCOC(=O)CCCC(=O)NCCCCCCCC	0.29	1206	i	0.4	13.8	676	2.48	-0.144	1.53	-1.53	-3.1	1092	1	i	3.9	2.8	1.7	0.3	2.0%
CCOc1cccc2cc(C(=O)Nc3ccccc3-c3ccccc3)c(=O)oc12	0.27	1364	i	0.4	2.3	578	-0.427	-0.181	0.376	-0.541	-0.7	1075	1.1	i	49.7	3.0	2.3	5.3	20.6%
CN(c1ccccc1C(=O)Nc1ccc(S(=O)(=O)N2CCCCC2)cc1)S(C)(=O)=O	0.06	2019	i	0.5	-13.2	629	-0.851	0.345	0.0446	1.79	-0.8	1071	1.1	i	58.9	1.6	2.8	17.2	11.9%
COC(=O)C(CC(C(=O)OC)C(=O)OC)C(=O)OC	0.65	1183	i	0.5	·	·	2.08	-0.235	-0.27	-0.724	0.0	1406	0.9	i	55.1	3.4	1.3	6.4	-1.9%
CC(=O)C(C)Oc1ccc2c3c(c(=O)oc2c1)CCCCC3 (stereo not drawn)	-0.75	950	i	1.1	25.1	743	-0.0445	-0.207	0.291	-1.1	·	·	1.1	i	39.5	1.9	1.8	2.4	3.5%
C=CCOc1ccc(C=Nc2ccc(C)c(Cl)c2)c(O)c1	0.11	1412	i	1.0	18.8	632	-0.701	-0.275	-0.615	0.791	0.2	1152	1.1	i	39.2	3.3	2.0	6.4	33.0%
O=C(NCC(c1cccnc1)N1CCN(c2ccccc2)CC1)C1CCCCC1 (stereo not drawn)	-0.12	1211	i	2.2	-9.4	641	0.13	-0.224	0.436	0.045	·	·	1	i	32.0	2.6	1.4	5.6	3.3%
O=C(COC(=O)C1CC(=O)N(Cc2ccco2)C1)c1ccc(OC(=O)c2ccccc2)cc1 (stereo not drawn)	·	·	i	0.6	18.2	797	-0.0164	0.507	0.556	0.156	16.7	270	1.1	i	21.3	4.4	1.6	7.0	-22.8%
CCOc1ccc(-c2cc(C(=O)NN3CCN(C)CC3)c3cc(Cl)ccc3n2)cc1	-0.14	1439	·	·	1.6	677	1.2	0.0184	0.453	-0.323	-1.7	1127	1.1	i	36.1	4.9	2.2	1.0	11.7%
O=C(O)CC(c1ccc(Cl)cc1)n1cccc1 (stereo not drawn)	·	·	i	0.4	·	·	-1.46	-0.107	-0.54	1.11	·	·	1.1	i	50.3	4.1	4.6	8.6	7.6%
O=C(CCN1C(=O)COc2ccccc21)NCCCN1CCN(c2ccc(F)cc2)CC1	-0.24	1531	i	6.7	·	·	2.31	-0.155	0.502	-0.972	-0.2	1338	1.1	i	10.6	2.6	1.4	0.3	-2.3%
COc1ccc(C(=O)Nc2ccc(OCc3ccccc3)cc2)cc1[N+](=O)[O-]	-0.01	1617	i	0.5	·	·	0.0363	-0.153	0.656	0.677	-0.5	1316	1.1	i	17.1	2.1	1.2	11.0	-1.2%
O=C(CCN1C(=O)c2ccccc2C1=O)N(CCO)Cc1ccccc1	0.93	1470	i	0.3	·	·	2.93	-0.12	2.18	-1.99	-1.9	1374	1	·	·	1.4	1.6	8.0	6.9%
Cc1ccc2c(c1)c1c3n2CC(=C2C(=O)OC(C)(C)OC2=O)NC3CCC1 (stereo not drawn)	-0.98	1755	i	2.9	-7.2	656	-0.691	0.324	-0.0076	-0.0799	3.5	733	1.3	i	66.9	7.3	1.2	13.9	-4.6%
O=C(COC(=O)Cc1cccs1)Nc1ccccc1F	1.1	821	i	0.7	-2.6	774	1.36	0.189	1.31	-1.65	0.5	1047	1.1	i	38.0	1.6	1.0	4.3	5.6%

Reformatted as a markdown table: part of the list above
| Molecule | Ins promoter up | Ins promoter up cell count | Myeloid diff 2 | Myeloid diff 2 GFP+ MAC1+ % | Lipid droplet | Lipid droplet cells 6.5 µM | Dynein cargo inh | Dynein cargo inh cytoplasmic EGFP | Dynein cargo inh nuclear GR-EGFP | Dynein cargo inh cell count | b-catenin transl | b-catenin transl cell count 5 µM | TNAP activators | T cell HTS | T cell HTS vesicle-bound % | MT stabilize HCS | MT stabilize HCS Hoechst-high % | MT stabilize HCS cytotoxicity % | human PMI inhibition |
| --- | --- | --- | --- | --- | --- | --- | --- | --- | --- | --- | --- | --- | --- | --- | --- | --- | --- | --- | --- |
| O=C(O)CC(c1ccc(Cl)cc1)n1cccc1 (stereo not drawn) | · | · | i | 0.4 | · | · | -1.46 | -0.107 | -0.54 | 1.11 | · | · | 1.1 | i | 50.3 | 4.1 | 4.6 | 8.6 | 7.6% |
| O=C(CCN1C(=O)COc2ccccc21)NCCCN1CCN(c2ccc(F)cc2)CC1 | -0.24 | 1531 | i | 6.7 | · | · | 2.31 | -0.155 | 0.502 | -0.972 | -0.2 | 1338 | 1.1 | i | 10.6 | 2.6 | 1.4 | 0.3 | -2.3% |
